# High-throughput results (PubChem BioAssay)
# KDM5B inhibitor: Primary screen for KDM5B Histone Demethylases FDH-coupled qHTS | Lysine-specific demethylase 5B (Homo sapiens), Q9UGL1 | KDM5B demethylase, FDH-coupled NADH fluorescence (FDH is formaldehyde dehydrogenase) | AID 1347165, 2019 | 2.6% of 220,000 active | Potency, µM (top dose mostly 57.7 µM), for inactives: at the highest dose activity change, negative = inhibition, usual class: inhibitors; active means well fitted inhibition curve with a large enough effect; inconclusive means small, poorly fitted or top-dose-only effect; inactive means no such curve, though single readings can be large or run the other way; further: 0% is about no effect; nearly all actives have a fitted effect of over 70% in size
#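 Inhibition is measured as reduced NADH fluorescence generation from FDH coupling to formaldehyde release. Truncated KDM5BΔAP at 200 nM final acts on H3K4me3 peptide (12.5 µM in substrate mix) in pH 7.5 HEPES buffer with Tween-20, 30 min, room temperature.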
# Numbers without * were called inactive; i = inactive; ? = inconclusive; [ ] = remark or other dose. Potency means the concentration at half of the fitted maximal effect. A portion of the library (hit frequency here may not be typical).
entry | canonical_smiles | KDM5B inhibitor
1 | Cc1cnc(CCNC(=O)C2CC2)n1CC1CC1 | 25%
2 | O=C(Nc1ccccc1)Nc1nnc(SCC(=O)N2CCCCC2)s1 | 5%
3 | O=c1nc(-c2ccccc2)c(-c2ccccc2)n[nH]1 | 28%
4 | COc1ccc(CNS(=O)(=O)c2ccc(F)c(C(=O)Nc3c(C)cc(C)cc3C)c2)cc1 | 0%
5 | COC(=O)CNC(=O)/C=C/c1ccc(C#N)cc1 | -7%
6 | CNC(=O)N1CCC(C2CCN(C(=O)c3nccn3C)C2)CC1 (configuration not stated) | -4%
7 | CCc1cccc(NC(=O)Cn2c(=O)n(CC(=O)NCCc3ccccc3)c(=O)c3ccccc32)c1 | 3%
8 | N#Cc1ccc(/C=C/C(=O)N(Cc2ccc(C(F)(F)F)cc2)C2CC2)cc1 | -28%
9 | COC(=O)Cn1c2ccc(Cl)cc2c2nc(C)sc21 | -44%
10 | Fc1ccc(Cc2nc3nccc(-c4ccncc4)n3n2)cc1 | -10%
11 | O=Cc1cn(CC(=O)N2CCCCCC2)c2ccccc12 | -18%
12 | CCn1nccc1C(=O)N1CCN(c2cc(-c3ccccc3)[nH]n2)CC1 | 4%
13 | Cc1nn(CC(=O)NCc2ccc(F)cc2)c2ccccc12 | -6%
14 | O=S(=O)(c1cccc(C(F)(F)F)c1)n1c(/C=C/c2ccccc2)nc2ccccc21 | ?
15 | O=C(NCCc1ccccc1)c1ccc2c(c1)N(Cc1ccccc1)C(=O)CS2=O (configuration not stated) | 14%
16 | CN1CC(=O)N(C2CCNCC2)Cc2c1ncnc2N1CCC(O)CC1 | -29%[115 µM]
17 | Cc1[nH]c2ccccc2c1C | -21%
18 | CCOc1c(Br)cc(/C=C2/NC(=O)NC2=O)cc1Br | 18%
19 | O=C1CCN(S(=O)(=O)c2ccc3c(c2)OCCO3)CCCCCCN1 | -16%
20 | Nc1c(-c2cccs2)cnc2c(-c3ccc(F)cc3)cnn12 | ?
21 | COc1ccc2cc3c(N)nn(C(=O)c4ccc(OC)c(OC)c4)c3nc2c1 | -24%
22 | Cc1cc(C)n(CC(=O)Nc2ccc(C(=O)NCc3ccco3)cc2)c(=O)c1C#N | -18%
23 | COCc1cc(CC2(NCc3ccc(OC)cc3)COC2)no1 | -21%[86.2 µM]
24 | O=C(COc1ccccc1)N1CCN=C1SCc1cccc(F)c1 | -3%
25 | COc1ccc(NC(=O)C(C(=O)Nc2ccc(OC)cc2)C23CC4CC(CC(C4)C2)C3)cc1 | 0%
26 | CCc1cc(=O)oc2cc(OCC(=O)Nc3cc(C)on3)ccc12 | ?
27 | C#CC(C)(CC)NC(=O)Cn1nnc(-c2ccc(OCc3c(F)cccc3Cl)cc2)n1 (configuration not stated) | -21%
28 | C#CC(CC)(CC)NC(=O)C1CC(C)=C(C)CC1C(=O)O (configuration not stated) | 12%
29 | COc1cc(NC(=O)Cn2c(C)cc3ccccc3c2=O)cc(OC)c1OC | ?
30 | NC(=O)C(=O)N1CCN2C(=O)c3cc(-c4ccc(Cl)cc4)ccc3NC(=O)[C@@H]2C1 | ?
31 | Cc1cc(C)c(OCC(=O)Nc2cccc(-c3nc4ncccc4o3)c2)c(Br)c1 | -2%
32 | CN1[C@@H](CCC(=O)NCc2ccc(F)cc2)CNC(=O)[C@@H]2[C@H]1CCN2Cc1csnn1 | ?
33 | COCCNC(=O)[C@@H]1C[C@H](Oc2cccnc2)CN1S(=O)(=O)c1cccnc1 | 9%
34 | Cc1ccc(C(=O)N2CCC3(CC2)SCC(=O)N3c2ccc(F)cc2)cc1[N+](=O)[O-] | -8%
35 | Cc1ccc(NC(=O)C(C)Sc2ccc(C)cc2C)cc1 (configuration not stated) | 7%
36 | CCOc1ccccc1C(=O)N[C@@H]1CN(c2ccncn2)C[C@H]1CO | 19%
37 | CC(C)C(NC(=O)c1ccccc1I)c1ccc(F)cc1 (configuration not stated) | 15%
38 | COc1ccc(NC(=O)CSC2=Nc3ccccc3C3=NC(CCC(=O)NCc4ccc(F)cc4)C(=O)N23)cc1Cl (configuration not stated) | 10%
39 | CCN(CC1CCOC1)C(=O)Cn1nc(C)c2ccccc2c1=O (configuration not stated) | 18%
40 | CCS(=O)(=O)N1C[C@@H](COC)[C@H](C(N)=O)C1 | 17%
41 | O=C(N[C@@H]1CN(c2ncccn2)C[C@H]1CO)C1CC=CC1 | ?
42 | CCOc1ccc(NS(=O)(=O)c2cccc(C(=O)Nc3ccc4oc(C)nc4c3)c2)cc1 | 8%
43 | CS(=O)(=O)N1CCC(C2CCN(C(=O)c3ccc(Cl)s3)C2)CC1 (configuration not stated) | 10%
44 | CC(C)(C)CNC1(Cc2cc(COc3ccccc3)on2)COC1 | 3%[86.2 µM]
45 | CCN(CC)CCOC(=O)c1ccc(NC(=O)c2nn(-c3ccc(C)cc3)c(=O)c3c2c2ccccc2n3C)cc1 | ?
46 | O=C(c1ccccc1)N1CCC2(CC1)C(=O)NCN2Cc1ccc(Cl)cc1 | -11%
47 | CCOC(=O)c1ccc(NC(=O)CSc2ncnc3c(-c4ccc(OC)cc4)c[nH]c23)cc1 | 52%[activator]
48 | CC(=O)Nc1ccc(CN2CCC3(C2)C(=O)N(C)c2ccccc23)cc1 (configuration not stated) | 6%
49 | C=C(C)CN1CCN(c2nc3c(c(=O)[nH]c(=O)n3C)n2Cc2ccccc2F)CC1 | 15%
50 | CCc1cc(CN2CC[C@@H](c3ccc4c(c3)OCO4)[C@H](O)C2)[nH]n1 | 17%
51 | CN(C)c1ccc(-c2nnc([C@H]3CCN(CC4CC4)C3)o2)cc1 | 32µM*
52 | Cc1cc(C(=O)Nc2ccc(N3CCCCC3)cc2)no1 | -6%
53 | COc1cccc(C(=O)c2sc(Nc3ccc(F)c(Cl)c3)nc2N)c1 | -24%
54 | Cc1ccc(CNC(=O)N2C[C@@H](Oc3ccccc3)C[C@@H]2C(=O)N2CCOCC2)cc1 | 14%
55 | O=C(NC[C@H]1O[C@@H](CO)[C@@H](O)[C@H]1N1CCN(c2ccc(F)cc2)CC1)c1ccco1 | -23%
56 | CCOC(=O)c1ccccc1NC(=O)Cn1ncc2c1-c1ccccc1OC2 | ?
57 | CN(C)C[C@@H]1CN(c2ncccn2)C[C@H]1NC(=O)C1(C)CCOCC1 | ?
58 | COc1ccc(/C=C/c2nc(C#N)c(N3CCN(c4ccccc4)CC3)o2)cc1OC | -59%
59 | CCOC(=O)c1cc2c(=O)n3ccccc3nc2n(CC2CCCO2)c1=NC(=O)c1ccccc1OCC (configuration not stated) | i
60 | CC(C)(C)c1ccc(C(=O)N2CCCC2)s1 | 21%

# The list goes on.
entry | canonical_smiles | KDM5B inhibitor
61 | COc1ccccc1N1CCN(C(=O)C[C@@H]2O[C@H](CNC(=O)NC(C)C)[C@@H](O)[C@H]2O)CC1 | -16%
62 | Nc1ccc(C(=O)NNC(=S)Nc2ccccc2)cc1 | 17%
63 | O=C(NCCOc1ccc2ccccc2c1)c1cnc2ccccc2n1 | 3%
64 | O=C1NCCCCCN(C(=O)NC2CCCCC2)[C@H]2CCCC[C@@H]12 | -15%
65 | Cc1ccc(C(=O)NNC(=S)NC(=O)c2ccc(C(C)(C)C)cc2)cc1 | ?
66 | O=C(Nc1cccc(-c2nc3cc(Cl)ccc3o2)c1)c1ccccc1F | -4%
67 | CC(C)CNC(=O)c1cc(-c2ccc(Cl)c(Cl)c2)on1 | 18%
68 | COCC(=O)N1CCN2C(=O)c3cc(-c4cccc(C(F)(F)F)c4)ccc3NC(=O)[C@H]2C1 | 28µM*
69 | COc1cccc2cc(C(=O)NCc3ccccc3)c(=O)oc12 | -12%
70 | CC(=O)OC1C2COC(O2)C(OC(C)=O)C1OC(C)=O (configuration not stated) | 10%
71 | COc1ccc(N2CCN(C(=O)COC(=O)c3ccc(OC(F)F)cc3)CC2)cc1 | 37%
72 | COC(=O)c1ccc(Oc2coc3cc(OCc4ccc(Cl)cc4)ccc3c2=O)cc1 | 23%
73 | COc1ccc(OC)c2sc(N(Cc3cccnc3)C(=O)c3ccco3)nc12 | -6%
74 | COc1cc(/C=C(/C#N)C(=O)NC2CC2)ccc1O | 4%
75 | CC1=C[C@@H](CN2CCN(c3ncccn3)CC2)[C@H](C(C)C)C[C@H]1Cc1nnc(-c2cncn2C)o1 | -22%
76 | CNC(=O)[C@@H]1CN(C(=O)c2cc(Cl)ccc2F)C[C@H]1COC | 20%
77 | O=C1CCN(Cc2ccc(F)cc2F)CCOCCN1 | -17%
78 | Cc1cc(C)c(NC(=O)CCc2ncc(-c3ccc(Cl)cc3)o2)c(C)c1 | -7%
79 | Cc1ccc(OC(=O)c2cccc(C(=O)Oc3ccc(C)c(C)c3)c2)cc1C | 5%
80 | CC(=O)c1cccc(Nc2cc(C)nc3nc(Cc4ccccc4)nn23)c1 | 2%
81 | O=C(Cn1ccc2ccccc2c1=O)NCCC(=O)N1CCCCC1 | -9%
82 | CCCCC(=O)NC(c1ccccc1OC)c1ccc2cccnc2c1O (configuration not stated) | ?
83 | O=C(Nc1cccc(Cl)c1)c1cc2c(=O)n3ccccc3nc2s1 | ?
84 | COc1cc2c(cc1OC)C(C)N(S(=O)(=O)c1ccc(Cl)c(Cl)c1)CC2 (configuration not stated) | 13%
85 | CNc1oc(/C=C/c2cccc(OC)c2)nc1C#N | i
86 | COc1ccc(CNC(=O)N2CCC3(CC2)CC(N2CCOCC2)CCO3)cc1 (configuration not stated) | 2%
87 | CC(C)(C)CC(=O)N[C@H]1C[C@H]2C(=O)Nc3cc(Cl)ccc3C(=O)N2C1 | 2%[86.2 µM]
88 | O=C(CN1CCS(=O)(=O)CC1)N1CCN(c2ccccn2)CC1 | ?
89 | O=C1CC(c2ccccc2)N(C(=O)Cc2cccnc2)CCCCCN1 (configuration not stated) | -28%
90 | CN(C)C[C@@H]1CN(c2ccncn2)C[C@H]1NC(=O)NC1CCCCC1 | -20%
91 | O=C(CCCc1nc2ccccc2s1)NC1CCCCC1 | 30%
92 | CC(=O)Nc1ccc(CN(C)C(C)c2cccs2)cc1 (configuration not stated) | 7%[86.2 µM]
93 | COC(=O)c1cccc(CSC(C)C(=O)NCC(C)C)c1 (configuration not stated) | 17%
94 | COC(=O)c1ccc(CN(C)C(C)C(=O)NCc2cccs2)cc1 (configuration not stated) | 7%
95 | O=C1[C@H]2CN(Cc3cccc(Cl)c3)C[C@H]2C(=O)N1CCN1CCc2ccccc2C1 | -19%
96 | CCOc1ccc2c(c1)c(=O)c(S(=O)(=O)c1ccc(Cl)cc1)cn2Cc1ccccc1C | ?
97 | O=C1Nc2ccccc2CC12CCN(Cc1cccnc1)CC2 | -5%[86.2 µM]
98 | Fc1ccc(F)c(-c2csc(NCc3ccco3)n2)c1 | ?
99 | Cc1cc(C)cc(NS(=O)(=O)c2ccc3c(c2)CCCN3C(=O)C2CCC2)c1 | 0%
100 | CC1Oc2ccc(NC(=O)c3ccc(F)cc3F)cc2CN(Cc2ccc(Cl)cc2)C1=O (configuration not stated) | ?
101 | CCn1c(CN2CCOCC2)nc2cc(NC(=O)c3ccccc3[N+](=O)[O-])ccc21 | -25%
102 | CSc1cccc(NC(=O)c2ccc3c(c2)NC(=O)CS3)c1 | 19%
103 | CCN(C(=O)c1cnc2ccc(C)cn2c1=O)c1ccccc1 | -12%
104 | CN(C)c1ccc(/C=N/NC(=O)c2cc(-c3ccc4c(c3)OCO4)n[nH]2)cc1 | ?
105 | CCN1C(=O)/C(=C/C2=Cc3ccccc3OC2C)SC1=S (configuration not stated) | -3%
106 | COCCn1c(SCC(=O)NC2(C#N)CCCCC2)nc2ccccc2c1=O | 26%
107 | COc1ccc(-c2nc3ccccc3c(=O)n2CCOc2cccc(OC)c2)cc1 | -5%
108 | O=C(CNC(=O)c1cc(-c2cccs2)nc2ccccc12)NC1CC1 | i
109 | O=C(c1ccc(F)cc1)N1C[C@@H]2C[C@H](C1)c1c(NS(=O)(=O)c3cccc(F)c3)ccc(=O)n1C2 | ?
110 | Fc1ccc(/C=N/Nc2ccc(Cl)c(Cl)c2)cc1 | -41%
111 | COc1ccc(N2CCN(C(=O)CCc3conc3-c3ccc(F)cc3)CC2)cc1 | 2%
112 | Cn1ccnc1CN1C(=O)CO[C@H](c2ccc(NC(=O)COc3ccccc3)cc2)[C@H]1CO | 5%
113 | CN1[C@@H](CCC(=O)N2CCOCC2)CNC(=O)[C@@H]2[C@H]1CCN2C1CCOCC1 | -8%[86.2 µM]
114 | Cc1cc(C)c(S(=O)(=O)N2CCCC(C(=O)NC3CC3)C2)c(C)c1 (configuration not stated) | 24%
115 | COc1ccccc1-c1[nH]nc2ncc(-c3ccc(C)cc3)nc12 | ?
116 | Cc1cc2ccccn2c1/C=C/C(=O)C(F)(F)F | ?
117 | COC(=O)[C@H](NC(=O)C1=C[C@@H](NC(=O)CC2(CC(=O)O)CCCC2)[C@@H](O)[C@H](O)C1)C(C)C | -10%
118 | O=C(Nc1ccc(Cl)cn1)c1cccc2c(Br)cccc12 | ?
119 | O=C(c1ccc(Cl)cc1)N1CCC2(CC1)C(=O)NCN2Cc1ccccc1 | -25%[115 µM]
